# KKLEB cytotox: cytotoxicity in KKLEB CF airway cells, primary screen, cytotoxicity control for CF NF-kB inhibitor project, cell-based, uHTS, fluorescence assay plates | KKLEB CF airway cells viability, ATPlite luminescence, overnight; stronger effect = lower value; cells stimulated with P. aeruginosa culture filtrate | activity change (cytotoxicity), % at 5 µM | 360,000 tested, 0.36% active;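 active = corrected activity change at or below -50% at 5 µM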
# TWEAK-Fn14 inh: inhibitors of TWEAK-Fn14 signaling, primary screen, luciferase reporter cells, uHTS. TWEAK-stimulated Fn14 reporter cells, luciferase luminescence, 8 h. inhibition, % at 10 µM. 360,000 tested, 2% active; in the data active = inhibition above about 50%
# iPSC survival up: enhancers of single-cell hiPSC survival, primary screen, ATPlite luminescence. 100% = ROCK inhibitor wells, 0% = DMSO. survival enhancement, % at 20 µM. 360,000 tested, 0.044% active. AID 602274, 2012; in the data active = survival enhancement above about 18%;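 also: cells exposed to compounds for 16 hours before the ATP read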
# CF NFkB inh: inhibitors of PAF-induced NF-kB signaling, primary screen, cell-based, GFP fluorescence, uHTS | KKLEB NF-kB-GFP reporter, GFP fluorescence overnight | inhibition, % at 5 µM | 360,000 tested, 0.86% active | AID 588850, 2011;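 active = at least 50% inhibition at 5 µM, scaled per plate between neutral and stimulator controls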;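 also: PAF is a Pseudomonas aeruginosa culture filtrate used as stimulus; plate controls were PAF-stimulated DMSO wells for no effect and unstimulated DMSO wells for full effect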
# NR2E3 ag-1: NR2E3 agonists in two-hybrid cells, primary screen, cell-based, luminescence, CHO-S, Gal4-NCOR/VP16-NR2E3; 360,000 tested, 0.35% active; Photoreceptor-specific nuclear receptor (Homo sapiens), Q9Y5X4; inhibition of corepressor binding, % at 3.98 µM; AID 602229, 2012; luciferase;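 active = inhibition above the mean of all tested compounds plus 3 SD, cut at about 70% in these data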;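 also: 0% = DMSO with NR2E3 transfected cells and 100% = cells lacking NR2E3 construct; higher means lower luciferase signal from less NR2E3 corepressor binding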
# Target sequence (Q9Y5X4 whole entry, looked up, the tested form may be a part): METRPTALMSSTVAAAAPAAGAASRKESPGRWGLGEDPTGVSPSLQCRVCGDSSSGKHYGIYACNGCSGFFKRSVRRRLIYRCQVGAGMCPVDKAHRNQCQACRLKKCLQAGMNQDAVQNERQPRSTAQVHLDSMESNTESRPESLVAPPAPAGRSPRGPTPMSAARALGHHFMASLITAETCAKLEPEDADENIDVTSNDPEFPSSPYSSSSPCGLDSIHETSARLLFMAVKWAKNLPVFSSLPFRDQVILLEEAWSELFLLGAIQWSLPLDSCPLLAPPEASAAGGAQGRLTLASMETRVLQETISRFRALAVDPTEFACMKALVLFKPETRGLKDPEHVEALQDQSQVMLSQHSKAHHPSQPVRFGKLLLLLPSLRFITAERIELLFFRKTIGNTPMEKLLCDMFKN
# Shn3 3UTR inh: reduction of Shn3 3'UTR firefly luciferase signal, primary screen, Schnurri-3 inhibitor project, cell-based, Clone20 osteoblasts, set 2; Clone20 osteoblast Shn3 3'UTR firefly luciferase, 24 h; inhibition, % at 12.5 µM; 360,000 tested, 0.52% active;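 active = mean inhibition of at least 75% with every replicate also reaching 75%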;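 also: 0% = median of neutral control wells and 100% = pilot-screen positive control compound; some compounds past the cut are filed as inactive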
# NR2E3 ag-2: inhibitors of NR2E3-RetCOR corepressor binding, primary screen, NR2E3 agonist project, biochemical, TR-FRET, GST-NR2E3, biotin-RetCOR; 1536-well; inhibition of corepressor binding, % at 4.78 µM; Photoreceptor-specific nuclear receptor (Homo sapiens), Q9Y5X4; AID 2300, 2010; 320,000 tested, 0.12% active;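 active = percent inhibition above the cutoff of mean plus 3 SD of all tested compounds, set per screening campaign, cut at about 20% in these data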;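 also: 0% = DMSO wells and 100% = biotin wells as full block of FRET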
#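 System: GST-NR2E3 and biotin-RetCOR proteins; probe or stimulus: 7 nM biotin-RetCOR; doses: compound at 4.8 µM, single dose; schedule: Compound–protein incubation for 5 h at 4 °C; detection: time-resolved FRET; read-out: percent inhibition; controls: biotin wells as high control, 0.6% DMSO wells as low control; format: 1536-well plates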
# Peg3 promoter: Peg3 promoter-driven luciferase inhibitors, primary screen, cell-based, HeLa, luciferase luminescence; 360,000 tested, 1.7% active; inhibition, % at 20 µM; HeLa PEG-Prom luciferase reporter, overnight;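 active = inhibition of at least 50% at 20 µM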
# HIF-2a block: HIF-2a reporter inhibitors, primary screen, luminescence, 786-0 RCC cells | 786-0 RCC cells HIF-2a reporter, luciferase luminescence, overnight | inhibition, % at 18.8 µM | 360,000 tested, 0.72% active | AID 624352, 2012;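 active = inhibition of the luminescence signal of 40% or more relative to plate controls, in a single-dose primary screen at 18.75 µM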
# aDG glyco up: activators of alpha-DG glycosylation, primary screen, uHTS, Pro5-aDG cells, AlphaScreen; alpha-DG glycosylation AlphaScreen (IIH6); 0% Pro5, 100% B10-LARGE cell signal; activation, % at 10 µM; 360,000 tested, 0.22% active;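 active = activation of at least 8% versus controls, or a plate z-score of at least 8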;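 also: Pro5 are CHO cells carrying HIG-tagged alpha-DG that lacks glycosylation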
# MITF TRPM1 inh: inhibitors of MITF-dependent TRPM1 promoter reporter, primary screen, cell-based, SK-MEL-5, single point, luciferase; SK-MEL-5 TRPM1 promoter luciferase, 24 h; inhibition, % at 12.5 µM; 330,000 tested, 0.83% active;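 active = mean inhibition across replicates of 60% or more, whatever share of single replicates reaches that level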; also: values of inactives mirror those of a sister screen read the other way
# * hit, by the source's call; · = not tested or not shown.
# Sample of the layout:
item	smiles	KKLEB cytotox	TWEAK-Fn14 inh	iPSC survival up	CF NFkB inh	NR2E3 ag-1	Shn3 3UTR inh	NR2E3 ag-2	Peg3 promoter	HIF-2a block	aDG glyco up	MITF TRPM1 inh
1	O=S(=O)(Cc1ccccc1)NCC1CCCN(Cc2ccc(F)c(F)c2)C1 (centres undefined)	-1	6	-0.5	-10	7	8	4	16	5	0.1	7
2	CCOc1cc(-c2nc(-c3ccc(C)nc3OCC)no2)cc(OCC)c1OCC	-16	3	3.7	4	-38	19	2	18	5	0.0	11
3	O=C(Nc1ccccc1)N1CCN(c2cccc(C(F)(F)F)c2)CC1	-2	24	1.7	-22	16	36	2	-4	-9	0.5	-3
4	O=C(Nc1ccc(-c2cn3ccccc3n2)cc1)c1ccco1	-8	2	-2.1	-2	-58	-41	-1	-183	-171	-0.1	-29
5	CCn1c(=O)c(C(=O)NCc2ccc(F)cc2)c(O)c2ccccc21	-4	-11	-0.6	21	-16	14	2	8	19	-0.2	12
6	O=CN1CCN(C(=O)c2cccc3c2-c2ccccc2C3=O)CC1	8	1	-0.5	-1	22	1	-2	9	13	0.0	-2
7	O=C(COc1ccc(Cl)cc1)NCCCn1ccnc1	-7	-15	5.8	1	9	1	1	-2	12	-0.1	1

# Results (from the top)
item	smiles	KKLEB cytotox	TWEAK-Fn14 inh	iPSC survival up	CF NFkB inh	NR2E3 ag-1	Shn3 3UTR inh	NR2E3 ag-2	Peg3 promoter	HIF-2a block	aDG glyco up	MITF TRPM1 inh
1	O=S(=O)(Cc1ccccc1)NCC1CCCN(Cc2ccc(F)c(F)c2)C1 (centres undefined)	-1	6	-0.5	-10	7	8	4	16	5	0.1	7
2	CCOc1cc(-c2nc(-c3ccc(C)nc3OCC)no2)cc(OCC)c1OCC	-16	3	3.7	4	-38	19	2	18	5	0.0	11
3	O=C(Nc1ccccc1)N1CCN(c2cccc(C(F)(F)F)c2)CC1	-2	24	1.7	-22	16	36	2	-4	-9	0.5	-3
4	O=C(Nc1ccc(-c2cn3ccccc3n2)cc1)c1ccco1	-8	2	-2.1	-2	-58	-41	-1	-183	-171	-0.1	-29
5	CCn1c(=O)c(C(=O)NCc2ccc(F)cc2)c(O)c2ccccc21	-4	-11	-0.6	21	-16	14	2	8	19	-0.2	12
6	O=CN1CCN(C(=O)c2cccc3c2-c2ccccc2C3=O)CC1	8	1	-0.5	-1	22	1	-2	9	13	0.0	-2
7	O=C(COc1ccc(Cl)cc1)NCCCn1ccnc1	-7	-15	5.8	1	9	1	1	-2	12	-0.1	1
8	c1ccc2c(CNn3cnnc3)cccc2c1	6	-8	2.2	-15	-1	-30	2	5	4	-0.2	9
9	Cc1[nH]nc2ncc(C(=O)c3ccccc3O)cc12	-13	59*	-0.6	86*	2	66	0	26	10	0.2	-1
10	COc1cccc(CC(=O)Nc2ccc(S(=O)(=O)N3CCOCC3)cc2)c1	10	-9	-0.2	-6	-2	0	-2	13	7	-0.2	12
11	CCN(C(=O)c1c(C)cc(=O)oc1C)c1ccc2c(c1)OCO2	-15	-10	3.3	0	-26	-4	0	5	10	-0.2	14
12	Cc1ccc(C(=O)N2CCN(c3ccc(NC(=S)NC(=O)c4cccs4)cc3)CC2)cc1	14	37	-1.0	21	-2	56	2	9	8	4.0	23
13	O=C(NCc1ccco1)C(c1ccccc1)N(C(=O)Cc1cccs1)c1cccnc1 (centres undefined)	-2	-29	-1.5	7	-21	-2	3	19	19	-0.3	0
14	O=C1Nc2ccccc2/C1=C/c1cnc(-c2ccccc2)[nH]1	-24	-5	-0.8	15	-142	-72	-2	-98	-191	0.1	-43
15	NC(=O)c1nsc(C(=O)N(CC(=O)NCc2ccc(F)cc2)Cc2ccco2)c1N	-2	6	0.3	6	-19	-1	0	17	13	0.6	-5
16	O=c1c2cccnc2[nH]c(=S)n1CCCN1CCN(c2ccccc2F)CC1	6	-82	-2.8	-7	-20	9	1	8	3	0.1	-17
17	Cc1c(Cl)c(=O)oc2cc(OCC(=O)NCc3cccs3)ccc12	5	-21	0.9	-7	-8	-11	0	9	-7	-0.1	-4
18	CCOC(=O)c1sc(NC(=O)CS(=O)(=O)c2ccc(C)cc2)nc1C	-2	12	-0.7	-9	1	11	5	9	11	0.0	24
19	COC(=O)c1ccc(NC(=O)CSC2=NC(=O)C(c3ccccc3)C(=O)N2)cc1 (centres undefined)	18	-1	-1.6	-8	-44	3	-3	0	15	-0.1	2
20	COc1cccc(C(=O)Nc2nnc(S(=O)(=O)N(C)Cc3ccccc3)s2)c1	0	-13	0.0	20	10	0	7	55*	7	-0.6	-3
21	O=C(COc1ccc([N+](=O)[O-])cc1)Nc1cc(C(=O)O)cc(C(=O)O)c1	2	4	-0.7	-4	-5	-1	4	-7	18	-0.1	7
22	CCc1ccc(CCC(=O)Nc2nnc(C)s2)o1	6	13	-0.3	4	1	-51	0	7	15	0.2	9
23	FC(F)(F)COc1ccc(-n2ccnc2)nn1	4	10	1.3	-3	-10	4	4	1	8	-0.3	-4
24	COc1cccc(/C=N/n2c(=S)n(C)c3cc(C)c(C)cc32)c1OC	-3	3	-0.7	7	-7	-10	-1	-13	-17	-0.1	-14
25	NC(=O)/C(=C/c1ccco1)C(N)=S	-7	-8	0.3	-13	-18	-12	3	5	14	-0.1	8
26	Cc1ccc(OCC(=O)c2cc(C)n(-c3ccccc3)c2C)c([N+](=O)[O-])n1	3	85*	1.8	22	73*	49	-2	80*	84*	0.0	37
27	N#CC(C(N)=O)=C1CCC2(CC1)OCCCCO2	7	-1	-1.3	8	2	9	0	-2	7	-0.2	3
28	O=C(O)CCCN=C1CCCc2ccccc2N1	-13	-12	-1.7	10	-22	-16	-1	2	23	2.6	2
29	Cc1cc(OC(C)C(=O)NCc2cccnc2)c2c(C)cc(=O)oc2c1 (centres undefined)	-1	2	-0.3	12	23	-7	1	-4	-1	0.4	-2
30	CCC(=O)Nc1ccc(NC(=O)Cc2ccccc2)cn1	-4	-2	-0.6	1	-33	-10	0	-37	-54	-0.3	0
31	O=C(NCCc1ccco1)C(=O)NCC1OCCCN1S(=O)(=O)c1ccc(F)cc1 (centres undefined)	8	5	-0.1	-22	6	-6	-1	7	12	-0.3	-11
32	Cc1nc(Cc2nnc(SCC(=O)N3CC(=O)Nc4ccccc43)o2)cs1	4	0	-0.3	-10	15	-8	·	19	15	0.0	-2
33	COc1ccc(-c2nc(NC(=O)C3CC(=O)N(Cc4ccco4)C3)sc2C)cc1 (centres undefined)	18	21	0.9	-28	20	56	2	12	11	0.6	-5
34	CCCCCOc1ccc(C(=O)NC(CCC)C(=O)O)cc1 (centres undefined)	-5	13	-2.3	-3	7	6	2	-1	4	-0.2	6
35	Cc1cc(Nc2cccc(F)c2)nc(-c2ccccc2O)n1	-16	-10	3.0	-31	-26	19	2	-8	-92	0.2	5
36	CCOC(=O)Nc1ccc2c(c1)Cc1cc([N+](=O)[O-])ccc1-2	2	-55	-2.5	-53	-51	-54	·	-201	-277	0.0	-70
37	C[C@H](CO)N1C[C@H](C)[C@@H](CN(C)CC2CCCCC2)Oc2c(NS(=O)(=O)c3ccc(F)cc3)cccc2C1=O	-8	1	2.6	2	-6	-68	·	-5	12	0.1	-5
38	O=C(COc1ccc(-c2nnco2)cc1)N1CCN(S(=O)(=O)c2ccccc2)CC1	8	-3	-0.6	4	-9	2	-2	13	3	-0.1	6
39	COc1ccc(OC)c(C2/C(=C(\O)c3ccc(OC)c(Cl)c3)C(=O)C(=O)N2CCN(C)C)c1 (centres undefined)	-2	-2	-0.1	10	-19	2	2	0	19	0.0	10
40	COc1cc(CNCCO)cc(Br)c1OCc1cccs1	-8	18	-1.9	10	2	-15	-2	30	2	0.1	-5
41	COc1ccc(Cl)cc1N(CC(=O)N/N=C/c1ccc(OC(C)C)cc1)S(=O)(=O)c1ccc(C)c([N+](=O)[O-])c1	23	-2	-1.0	-31	4	9	0	20	14	0.2	0
42	O=C(N/N=C/c1nn(-c2ccccc2)cc1-c1ccccc1)c1ccncc1	2	5	-2.2	-22	-25	-26	-2	-107	-119	0.3	-22
43	O=C(CN1CCN(S(=O)(=O)c2ccccc2)CC1)Nc1ccc(Cl)c([N+](=O)[O-])c1	-3	-1	-0.1	5	14	32	-4	29	6	2.9	-7
44	N/C(=N\S(=O)(=O)c1cc(C(F)(F)F)cc(C(F)(F)F)c1)c1cccs1	-18	-21	1.7	3	5	68	0	25	33	0.1	12
45	CC(C)(C)C(=O)Nc1c2c(nn1-c1cccc(Cl)c1)CS(=O)(=O)C2	5	13	0.1	2	-13	9	3	17	5	0.0	-4
46	CCCCOCCCNC(=O)Cc1cccs1	-2	-1	-1.0	20	-17	-17	-3	-49	-26	-0.2	2
47	COc1ccc(NC(=O)COC(=O)c2cccc(S(=O)(=O)N3CCCCC3)c2)c(OC)c1	-2	-3	2.8	19	22	-13	-1	1	-3	0.0	-6
48	CCCCn1c(N)c(N(CC(C)C)C(=O)C2CCN(S(=O)(=O)c3ccc(C)c(C)c3)CC2)c(=O)[nH]c1=O	-1	4	-0.4	-1	-18	-17	3	23	-2	1.0	-5
49	O=S(=O)(NCC(Nc1ccc(Cl)cc1)c1ccccc1)c1ccccc1 (centres undefined)	6	44	0.2	0	-7	25	0	33	5	0.1	3

# Structures above shown as hits in HIF-2a block:
item	mol	TWEAK-Fn14 inh	CF NFkB inh	NR2E3 ag-1	Shn3 3UTR inh	NR2E3 ag-2	Peg3 promoter	HIF-2a block	aDG glyco up	MITF TRPM1 inh
26	Cc1ccc(OCC(=O)c2cc(C)n(-c3ccccc3)c2C)c([N+](=O)[O-])n1	85*	22	73*	49	-2	80*	84*	0.0	37
